# Screening data: PubChem BioAssay, several laboratories
# 5HT1E antag: blocks the human 5-HT1E serotonin receptor; CHO 5-HT1E Ga15 NFAT-bla reporter, FRET, antagonist; inhibition, % at 6 µM; 65,000 compounds, 0.99% hits; AID 571;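 active means inhibition above a set limit, the mean inhibition across every tested compound plus 3 SD, cut at about 29% in these data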;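 further: signal is the 460 over 535 nm emission ratio of beta-lactamase substrate; 0% = agonist plus DMSO wells and 100% = wells without agonist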
# Target sequence (P28566 whole entry, looked up): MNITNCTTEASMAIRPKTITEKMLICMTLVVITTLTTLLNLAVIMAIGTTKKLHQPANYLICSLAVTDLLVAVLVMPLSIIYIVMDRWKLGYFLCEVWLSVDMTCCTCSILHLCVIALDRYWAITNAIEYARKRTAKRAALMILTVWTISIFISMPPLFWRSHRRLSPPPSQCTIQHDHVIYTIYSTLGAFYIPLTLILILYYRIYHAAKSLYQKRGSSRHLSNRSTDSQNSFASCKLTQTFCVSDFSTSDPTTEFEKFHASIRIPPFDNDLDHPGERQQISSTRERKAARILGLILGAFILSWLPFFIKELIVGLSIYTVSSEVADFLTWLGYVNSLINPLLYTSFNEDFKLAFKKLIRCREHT
# S1P3 ag: activates the human S1P3 receptor; Q99500; S1P3 NFAT-BLA reporter cells, agonism, FRET ratio; relative to 1 µM S1P, basal subtracted; activation, % at 4.5 µM; 60,000 compounds, 0.1% hits;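 active means activation above the screen-wide mean plus 3 SD, cut at about 4.5% in these data, passing the limit was not always enough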; further: some compounds called inactive have numbers as strong as hits
#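 material = human S1P3 NFAT-BLA reporter CHO cells | schedule = 4 h compound at 37 °C, 2 h substrate at RT | measured by = fluorescent BLA substrate, ex 405 nm, em 460/535 nm ratio | controls = 1 µM S1P reference | replication = primary once, confirmation triplicate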
# HEK293 NFkB inh: inhibitors of the PMA/ionomycin-induced NF-kB reporter in HEK293 cells | 62,000 compounds, 0.21% hits | HEK-293 NF-kB luciferase reporter, luminescence | inhibition, % at 3 µM;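 active means inhibition above the mean of all tested compounds plus 3 SD, cut at about 40% in these data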;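 further: 0% = stimulated DMSO wells and 100% = 10 µM reference inhibitor 5653914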
#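 Reagent: PMA plus ionomycin mix as NF-kB-activating stimulus. Assay system: NF-kB luciferase reporter HEK-293 cells. Technique: luminescence from luciferase substrate reagent. Incubation: 1 h compound pre-incubation, 16 h PMA/ionomycin at 37 °C. Benchmarks: DMSO only as uninhibited control, 10 µM reference inhibitor as full inhibition. Repeats: tested once.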
# Jurkat viability: cytotoxic compounds reducing Jurkat cell viability | Jurkat E6.1 viability, ATP luminescence, 48 h | inhibition, % at 4 µM | 56,000 compounds, 1.2% hits | AID 463;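 active means inhibition above the mean inhibition of all tested compounds plus 3 SD, cut at about 28% in these data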
# M1 agonist: M1 muscarinic receptor agonism; CHO-M1 cells, Fluo-4 calcium fluorescence, agonist mode; active compounds read high; B-score at 10 µM; 64,000 compounds, 3% hits;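 active means fluorescence rise, raw or as B-score row- and column-corrected plate score, outside the 99.7% band of its plate's samples, either direction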
# HTR1E agonist: agonists of human 5-HT1E serotonin receptor. CHO 5-HT1E Ga15 NFAT-bla reporter, FRET; 0% DMSO wells, 100% control agonist wells. activation, % at 6 µM. AID 574. P28566. 65,000 compounds, 0.69% hits;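 active means activation above a set limit, the screen-wide mean activation plus 3 SD, cut at about 8.5% in these data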;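 further: 100% = positive control agonist at 1 µM giving full maximal response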
# S1P1 ag pot: activates or potentiates agonism at human S1P1 receptor; P21453; S1P1 CRE-bla cells, forskolin, beta-lactamase FRET, potentiator mode; S1P1 agonist co-added at EC20, 2 nM; 100% = saturating reference agonist, 0% = basal; activation, % at 9.5 µM; 56,000 compounds, 0.57% hits;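 active means activation above a cutoff set at the mean activation of all tested compounds plus 3 SD, cut at about 54% in these data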;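 further: forskolin at 4 µM as EC80 and the EC20 agonist is SEW2871; 100% = SEW2871 at its EC100 plus forskolin at EC80; some compounds past the cut are filed as inactive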
# Target sequence (P21453 whole entry, looked up): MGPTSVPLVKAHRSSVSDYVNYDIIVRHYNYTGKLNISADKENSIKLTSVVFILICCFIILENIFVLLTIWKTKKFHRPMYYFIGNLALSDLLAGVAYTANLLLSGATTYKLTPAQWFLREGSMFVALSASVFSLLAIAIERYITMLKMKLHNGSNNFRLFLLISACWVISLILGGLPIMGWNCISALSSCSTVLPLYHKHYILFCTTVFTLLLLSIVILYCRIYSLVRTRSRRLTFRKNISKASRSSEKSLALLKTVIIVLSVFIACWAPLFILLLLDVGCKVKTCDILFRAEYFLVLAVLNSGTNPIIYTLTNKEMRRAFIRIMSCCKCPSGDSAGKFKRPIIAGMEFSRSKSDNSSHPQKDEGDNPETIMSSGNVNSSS
# M1 antag: M1 muscarinic receptor (rat) antagonism. P08482. CHO-M1 cells, Fluo-4 calcium, ACh EC80 antagonist mode; active compounds read low. B-score at 10 µM. 64,000 compounds, 3.4% hits. AID 628;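 active means calcium fluorescence response, raw or row-and-column corrected B-score, differing from the plate sample mean either way at a set confidence level, mostly lower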
# Her2 expr inh: inhibitors of human Her2 kinase expression; P04626; SKBR-3 HER2 protein level, AlphaScreen, 18-24 h; active compounds read low; HER2 level % of control, % at 10 µM; 65,000 compounds, 0.69% hits; AID 645;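 active means HER2 level under 5% of the carrier-only control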;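 further: 100% = DMSO carrier and 0% = 500 nM PU-H71 HSP90 inhibitor; lower value means stronger loss of Her2 protein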
# * marks the source's active call; other numbers are inactive results; nt = no result given.
SMILES,5HT1E antag,S1P3 ag,HEK293 NFkB inh,Jurkat viability,M1 agonist,HTR1E agonist,S1P1 ag pot,M1 antag,Her2 expr inh
CCOc1ccc2nc(N3CCC(C(=O)N4CCN(c5ccccn5)CC4)CC3)sc2c1,6.8,-1.1,10.1,34.6*,0.867,-0.7,19.5,-2.38*,78.0
CCCC(=O)Nc1ccccc1-c1nnn(CC(=O)Nc2ccc(OCC)cc2)n1,9.8,-0.4,-1.2,-2.1,-0.0798,0.3,-6.3,0.114,84.3
Cc1ccnc(N2CCCC(C(=O)Nc3nnc(C)s3)C2)n1 (centres undefined),-0.6,0.1,9.3,6.5,0.434,-0.7,-15.1,0.462,68.7
CCOC(=O)c1[nH]c2cc3c(cc2c1NC(=O)CN1CCC(C)CC1)OCO3,0.1,-2.4,nt,nt,0.376,-0.1,16.0,0.231,91.3
CCCc1cc(=O)oc2cc(OCC(=O)Nc3cc(C)on3)ccc12,10.0,2.7,9.3,11.2,0.709,-0.4,-44.2,0.468,96.2
COc1cc(OC)c(OC)cc1CN(C)CCc1ccccn1,-4.1,-0.5,22.8,11.9,-0.208,0.1,14.4,-0.119,62.1
CC1(C)CC(N2CCC(=O)N(C3CC(C)(C)NC(C)(C)C3)C2)CC(C)(C)N1,-1.6,-0.8,13.4,-3.0,-0.0949,-0.9,-21.8,-3.18*,97.7
O=C(O)c1ccc(Cl)cc1NC(=O)C1CCCO1 (centres undefined),-1.2,0.2,13.5,-0.9,-1.2,0.0,0.9,-0.624,111.9
CCc1nc(SCC(=O)Nc2cc(C)on2)n[nH]1,-13.6,-1.1,13.2,-2.1,-0.563,0.3,-32.8,-0.0165,86.7
O=C(NCCCc1ccccc1)C1CC(=O)N(c2ccc3c(c2)OCCO3)C1 (centres undefined),-5.8,-0.2,6.7,-7.1,nt,-0.8,-9.2,nt,90.7
O=C(CCCN1C(=O)c2cccnc2C1=O)N1CC(=O)N(CCc2ccccc2)C(=O)C1,-1.3,0.4,25.6,-1.9,4.24,0.1,-1.8,1.03,116.4
CCc1ccc(N2CC(C(=O)Nc3ccccc3F)CC2=O)cc1 (centres undefined),-6.6,-0.8,11.6,0.8,0.406,0.6,1.7,-0.0322,115.9
COc1ccc(CN2CCC(=O)NC2=O)cc1,-2.0,-4.7,nt,nt,-0.0454,0.1,1.0,0.512,98.3
COCCN1C(=O)C(=O)/C(=C(/O)c2cccc(S(=O)(=O)N(C)C)c2)C12C(=O)N(C)c1ccccc12 (centres undefined),5.9,-1.6,22.9,9.2,0.128,-1.3,-14.8,-0.233,105.3
O=c1[nH]c2ccccc2n1CCCSc1cnc2ccccc2n1,9.9,-0.4,0.8,-2.6,-0.174,2.0,44.8,0.194,118.1
CC(O)C(=O)NCCOCCOCCNC(=O)C(C)O (centres undefined),9.9,-0.4,0.9,-9.4,0.475,-1.1,1.8,0.124,88.6
COc1ccc(S(=O)(=O)N2CCOCC2)cc1C(=O)Nc1ccon1,-4.2,-0.8,9.7,3.4,0.0373,1.0,nt,0.157,110.1
O=C(CCC1CCCCC1)Nc1ccccc1O,2.9,-1.5,-2.0,25.0,0.321,-0.3,nt,-0.478,119.4
O=C(COC(=O)c1cc(S(=O)(=O)N2CCOCC2)ccc1Cl)Nc1ccc2c(c1)OCO2,2.0,6.0,1.3,-5.2,0.2,0.1,5.2,0.664,98.5
O=C(Nc1nnc(C2CCCCC2)s1)c1ccco1,-5.1,0.0,-14.3,-5.2,-1.55,5.7,-14.3,0.551,83.5
Nc1ccc2c(c1)C(=O)N(CCCC(=O)O)C2=O,-3.8,0.4,0.2,-4.0,-1.51,0.1,-2.9,0.0603,75.0
Cc1ccc2cc(CCNC(=O)C(C)(C)C)c(=O)[nH]c2c1,-0.4,-1.2,13.3,6.0,-0.183,1.5,-19.3,-0.45,80.0
O=C(NCCOC(=O)c1ccc(Cl)c(S(=O)(=O)N2CCCCC2)c1)c1ccncc1,7.7,0.4,-8.3,0.8,-1.18,0.0,14.4,-0.795,112.7
CCNC(=O)CC1C(=O)N(c2ccc(F)cc2)C(=O)N1Cc1ccc(OC)cc1 (centres undefined),-1.0,nt,8.6,nt,0.92,-1.7,nt,0.194,109.1
CC1(C)CC(CC(=O)O)(c2ccccc2)CCO1 (centres undefined),0.0,-0.1,3.6,-12.1,-0.796,-0.8,-19.4,-0.036,85.9
O=C(O)c1ccc2c(c1)C(=O)N(CCC1=CCCCC1)C2=O,12.1,-1.0,11.1,-2.7,0.846,0.5,-4.5,0.337,106.8
c1ccc2sc(Cc3nnc4n3CCCCC4)nc2c1,5.8,-1.0,0.9,6.6,-0.359,-1.0,11.5,-0.385,93.9
CCCCC(C(=O)NCCC(C)C)N(CCCN1CCOCC1)C(=O)c1snc(C(N)=O)c1N (centres undefined),-5.2,-0.1,8.6,1.7,0.687,-0.3,-17.0,0.025,149.4
CCSc1nnc(C)c2ccccc12,0.4,-0.9,9.6,1.4,-0.561,-0.2,-38.6,1.23,78.2
N#Cc1nc(Cc2ccccc2)oc1NCCN1CCOCC1,0.8,-0.7,7.8,2.3,-0.955,-0.8,1.5,-0.0237,90.0
CS(=O)(=O)Nc1ccc(C(=O)Nc2ccccc2C(=O)N2CCCC2)cc1,5.3,-2.0,15.6,-2.8,-0.00908,0.8,nt,-0.177,63.4
CCOC(=O)c1cccc(NC(=O)CCS(=O)(=O)c2cccs2)c1,-3.5,nt,-0.5,nt,-0.694,-0.5,nt,0.0692,86.9
Cc1cccc(-c2c3c(=O)n(C)c(=O)n(C)c3c3nnc4ccccc4n23)c1,2.8,-0.1,2.2,1.6,5.25*,0.0,nt,-0.852,56.5
COC(=O)C1=C(C)NC(=O)CC1c1cccc(Cl)c1Cl (centres undefined),-3.2,0.2,7.9,2.4,3.82*,-0.7,-15.8,0.00121,77.2
COc1cc(C2C(C#N)=C(N)Oc3cc(C)n(CC4CCCO4)c(=O)c32)cc2c1OCO2 (centres undefined),-7.3,-0.8,13.1,1.0,0.824,-0.6,-0.1,-0.532,82.3
O=C(CSc1nnc(Nc2ccccc2F)s1)NCc1ccco1,0.0,nt,19.3,nt,1.81,-1.0,nt,-0.4,75.8
O=C(NCc1ccco1)C1CCN(c2nnc(-n3cccc3)s2)CC1,6.4,0.4,3.3,8.3,0.46,0.6,0.0,-0.387,97.8
O=C(Nc1ccc2c(c1)OCCO2)c1ccccc1F,-8.2,-1.2,-19.8,3.1,0.407,1.2,-3.7,-0.393,103.8
CCOC(=O)CC(=O)CSc1nc2nc(C)cc(C)n2n1,7.3,-1.2,6.2,3.8,-0.327,0.3,nt,0.364,77.1
COC(=O)c1c(C)oc2ccc(NS(=O)(=O)c3cc(OC)ccc3OC)cc12,10.2,-1.7,18.9,9.2,0.0329,0.9,24.0,0.331,62.6

# Next section; the last two above are carried over.
SMILES,5HT1E antag,S1P3 ag,HEK293 NFkB inh,Jurkat viability,M1 agonist,HTR1E agonist,S1P1 ag pot,M1 antag,Her2 expr inh
CCOC(=O)CC(=O)CSc1nc2nc(C)cc(C)n2n1,7.3,-1.2,6.2,3.8,-0.327,0.3,nt,0.364,77.1
COC(=O)c1c(C)oc2ccc(NS(=O)(=O)c3cc(OC)ccc3OC)cc12,10.2,-1.7,18.9,9.2,0.0329,0.9,24.0,0.331,62.6
Cc1ccc(-n2cc(C(C)(C)C)[nH]c2=S)cc1,5.5,-1.7,16.0,3.5,-0.158,-0.4,-3.3,0.808,98.5
CCN(CC)S(=O)(=O)c1cccc(C(=O)Nc2ccc(C#N)cc2)c1,8.5,-0.7,15.8,18.6,nt,-1.0,2.6,nt,13.3
Cc1nc2sc(C(c3ccccc3)N3CCN(CCO)CC3)c(O)n2n1 (centres undefined),-4.9,-1.0,11.2,2.2,-0.831,-0.8,3.4,-0.842,126.4
O=C(Nc1cccc2c1CCCC2)C1CCCN(S(=O)(=O)c2cccc3nonc23)C1 (centres undefined),-9.7,nt,7.2,nt,1.98,0.8,nt,0.614,68.9
CCOC(=O)c1oc2cccc(O)c2c1CN1CCOCC1,18.3,-0.4,3.0,-2.8,-0.1,1.7,-61.8,0.401,196.5
COc1ccc(C(C)=O)c2c1OCCO2,-2.8,0.7,2.8,-2.8,0.132,-0.2,-8.4,-2.23*,73.3
COc1ccc(S(=O)(=O)NCc2csc(C)n2)cc1,5.2,-0.1,13.5,9.9,-0.409,0.0,-6.0,1.63,103.4
COc1ccc(Cc2nc(-c3ccc(NC(=O)c4cccnc4)cc3)no2)cc1,12.2,-1.1,4.8,22.6,-0.672,0.2,16.6,-0.000205,118.9
Cc1onc(-c2ccccc2Cl)c1C(=O)Nc1cccc2nsnc12,4.0,nt,5.3,nt,0.0207,1.6,nt,0.129,56.2
COc1cccc(C(=O)N2CCN(Cc3ccccc3C(F)(F)F)CC2)c1,2.0,0.1,5.1,-0.7,-0.079,0.5,7.1,0.304,90.5
COc1ccccc1N1CCN(C(=O)c2ccncc2)CC1,-14.3,0.9,-1.9,-6.5,0.115,-0.3,-10.1,1.09,161.6
CCOC(=O)CCc1c(C)c(C#N)c2[nH]c3ccccc3n2c1=O,-3.5,-3.9,nt,nt,1.38,-0.2,-23.5,-0.0991,39.4
CCN(CC)S(=O)(=O)c1ccc2c(c1)nc(CCC(=O)OCC(=O)N1CCc3ccccc31)n2C,-9.6,1.7,0.1,-6.8,-0.532,-0.5,4.4,0.343,90.8
COc1ccc(CCNC(=O)Cn2cnc3c(cnn3-c3ccccc3Cl)c2=O)cc1OC,-8.3,0.6,10.3,-2.8,0.59,-0.5,-1.7,0.291,85.6
CCCn1c(N2CCN(CC(=O)Nc3ccc4c(c3)OCCO4)CC2)nc2ccccc21,-3.4,0.6,-0.3,-6.6,0.523,-0.7,-1.0,-0.517,102.0
COc1ccc2cc3c(N)c(C(=O)NCc4ccco4)sc3nc2c1,13.7,-0.9,-22.4,8.4,0.209,-0.3,-36.6,-0.232,90.1
Cc1cc(N2CCC(C(=O)NCC3CC3)CC2)nc(-c2ccccc2)n1,-5.0,-0.8,2.0,2.4,0.0795,0.3,15.1,-0.701,88.6
Cc1nc(=S)n(-c2ccccc2)[nH]1,-7.5,-0.8,22.4,-2.8,0.538,-0.4,-19.3,-0.727,92.3
O=C(CSc1nnc(-c2ccc(NS(=O)(=O)c3ccccc3)cc2)o1)NCC1CCCO1 (centres undefined),7.8,-1.1,16.8,5.5,-0.975,0.5,2.1,0.353,121.8
COc1cc(Br)c(S(=O)(=O)Nc2c(C)n(C)n(-c3ccccc3)c2=O)cc1OC,-2.9,0.2,8.4,-7.6,0.933,-0.4,nt,0.613,76.8
CN1C(=O)c2cccc(NC(=O)Cc3ccccc3)c2C1=O,7.2,-0.4,10.3,0.2,-0.835,1.3,-17.6,-0.751,109.1
Cc1ccc2oc3c(c(=O)c2c1)C(c1cccs1)N(CCCN(C)C)C3=O (centres undefined),9.8,-0.9,9.3,5.3,-0.0738,0.3,-10.2,0.357,83.3
